Screening results as filed in PubChem BioAssay.
GC-B act = GC-B (human) receptor activation. P20594. HEK293-GC-B cells, CNP EC30, cGMP TR-FRET; 0% at EC30 CNP, 100% saturating CNP. activation, % at 10 µM. 370,000 compounds, 0.11% hits;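 active means activation at 10 µM reaching about 35% in either raw or pattern-adjusted values, limit read from the data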
SIAE inh = inhibitors of human sialic acid acetylesterase SIAE; Q9HAT2; SIAE FP-Rh probe binding, fluorescence polarization; inhibition, % at 9.66 µM; 370,000 compounds, 0.69% hits; AID 1053197;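 active means inhibition above a cutoff: mean of compounds within the control limits plus 3 SD of those, cut at about 17% in these data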;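 further: 0% = plate median of compound wells and 100% = probe without SIAE protein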
TCR CD3 inh = human TCR-CD3 binding inhibition | 360,000 compounds, 0.37% hits | AID 651800 | TAMRA-labeled TCR probe fluorescence, biochemical | inhibition, % at 9.4 µM; in the data active means inhibition above about 19%;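 further: recombinant mutant TCR 2C K166C tagged with TAMRA read by polarization; 0% = receptor in buffer alone and 100% = receptor with positive control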
MBD2 DNA inh = blocks human MBD2 binding to methylated DNA | TR-FRET, MBD2 binding to methylated oligonucleotide | inhibition, % at 4.4 µM | 370,000 compounds, 0.31% hits | AID 686964; in the data active means inhibition above about 13%
PRMT1 inh = blocks human protein arginine methyltransferase 1 | AID 652257 | inhibition, % at 2.79 µM | Q99873 | 370,000 compounds, 1.3% hits | recombinant PRMT1, activity-based probe fluorescence polarization;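 active means inhibition above about 21% made by adding two undisclosed values, limit read from the data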
UHRF1 MBD2 ctr = UHRF1 methyl-DNA binding inhibition. UHRF1 binding to methylated oligo, TR-FRET. inhibition, % at 4.4 µM. 370,000 compounds, 0.75% hits. AID 687016; in the data active means inhibition above about 21%;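 further: UHRF1 SRA domain binding a hemimethylated CpG hairpin DNA probe; 0% = median of test compound wells and 100% = reference inhibitor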
HTRA1 inh = HTRA1 (human) protease inhibition; inhibition, % at 5.96 µM; Q92743; 340,000 compounds, 0.5% hits; recombinant HTRA1, FP-rhodamine activity-based probe, fluorescence polarization; in the data active means inhibition above about 36%;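 further: 0% = enzyme with DMSO and 100% = wells lacking enzyme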
NPR1 activator = GC-A (human) enzyme activation; P16066; HEK293 GC-A cells, cGMP TR-FRET, EC30 ANP; 0% at EC30 ANP, 100% saturating ANP; activation, % at 10 µM; 370,000 compounds, 0.14% hits; AID 1671463; in the data active means activation above about 40%
Target sequence (P16066 whole entry, looked up): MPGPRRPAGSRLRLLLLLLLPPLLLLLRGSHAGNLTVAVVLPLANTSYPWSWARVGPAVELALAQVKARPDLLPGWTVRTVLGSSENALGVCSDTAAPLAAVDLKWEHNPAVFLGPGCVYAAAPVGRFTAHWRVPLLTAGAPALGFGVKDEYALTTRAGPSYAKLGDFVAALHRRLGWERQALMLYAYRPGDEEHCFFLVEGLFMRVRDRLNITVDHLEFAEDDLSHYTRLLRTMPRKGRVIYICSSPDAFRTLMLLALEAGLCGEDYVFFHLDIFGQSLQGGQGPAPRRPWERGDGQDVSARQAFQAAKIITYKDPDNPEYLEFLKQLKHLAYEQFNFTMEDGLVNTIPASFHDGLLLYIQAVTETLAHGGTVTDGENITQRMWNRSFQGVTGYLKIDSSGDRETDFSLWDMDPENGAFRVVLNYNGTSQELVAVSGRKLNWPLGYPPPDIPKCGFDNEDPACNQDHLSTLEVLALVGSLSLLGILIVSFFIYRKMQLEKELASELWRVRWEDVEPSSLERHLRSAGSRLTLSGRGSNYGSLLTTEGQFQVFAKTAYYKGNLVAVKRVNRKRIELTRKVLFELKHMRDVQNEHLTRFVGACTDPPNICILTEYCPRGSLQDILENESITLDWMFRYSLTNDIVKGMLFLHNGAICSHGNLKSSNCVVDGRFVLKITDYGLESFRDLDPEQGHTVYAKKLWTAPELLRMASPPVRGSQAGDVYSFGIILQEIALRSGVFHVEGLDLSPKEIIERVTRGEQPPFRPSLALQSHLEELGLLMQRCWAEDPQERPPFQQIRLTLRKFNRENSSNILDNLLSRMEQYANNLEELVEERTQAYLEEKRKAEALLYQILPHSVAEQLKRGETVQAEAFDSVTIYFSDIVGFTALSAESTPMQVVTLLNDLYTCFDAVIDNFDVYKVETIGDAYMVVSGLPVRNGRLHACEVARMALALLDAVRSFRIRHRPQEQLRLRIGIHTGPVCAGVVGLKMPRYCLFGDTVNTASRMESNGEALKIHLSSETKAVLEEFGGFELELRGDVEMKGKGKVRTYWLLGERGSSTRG
rCAG binder = r(CAG) repeat RNA binding. TO-PRO-1 dye displacement fluorescence. inhibition, % at 3 µM. 370,000 compounds, 1.3% hits;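 active means inhibition above the plate cutoff, the mean of all test compounds on that plate plus 3 SD, cut at about 35% in these data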;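 further: 0% = DMSO alone and 100% = 100 µM mitoxantrone as full dye displacement; higher means more dye released from RNA so lower well fluorescence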
mABHD4 FP = inhibitors of mouse ABHD4; Q8VD66; purified mABHD4, FP-Rh probe fluorescence polarization; inhibition, % at 8.92 µM; 370,000 compounds, 0.54% hits; AID 720543;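 active means inhibition exceeding the mean over every tested compound plus 3 SD, cut at about 30% in these data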;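 further: 0% = plate median of compound wells and 100% = S159A mutant with DMSO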
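Assay system: mouse ABHD4 enzyme, wild type / Also added: fluorescent activity-based probe FP-Rh / Doses: single nominal dose of 8.92 µM, 0.89% DMSO final / Timing: 45 min compound pre-incubation plus 60 min probe step, 25 °C / Signal: FP readout, ex 525 nm / em 598 nm / Control set: S159A mutant/DMSO as 100%, compound-well median as 0%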
Active calls of the source: *; . = no result given.

SMILES	GC-B act	SIAE inh	TCR CD3 inh	MBD2 DNA inh	PRMT1 inh	UHRF1 MBD2 ctr	HTRA1 inh	NPR1 activator	rCAG binder	mABHD4 FP
CN(c1ccc(C(=O)NCc2ccncc2)cc1)S(=O)(=O)c1ccc(Cl)cc1	2	-6	-2	-1	4	2	1	-1	0	-3
CCc1cc(=O)oc2c(C)c(OCC(=O)NCCCn3ccnc3)ccc12	0	4	4	-1	0	-1	8	-2	-3	4
O=C(NNC(=O)c1ccc(F)cc1)C(=O)N1CCCCC1	0	-4	-7	8	-1	8	4	1	-2	-6
CCn1cc(CN2CCC(n3nccc3NC(=O)c3ccccc3OC)CC2)cn1	-5	-5	2	4	-1	-3	1	5	-5	0
CC1=NNC(=O)C1CCC(=O)N/N=C\c1cccc(Cl)c1 (stereo unspecified)	0	-2	6	-3	2	-3	-2	0	-2	2
COc1ccc(Nc2nc(NCCO)nc(OC)n2)cc1	-2	-4	1	3	-2	-2	-1	-1	0	1
OCCC1CN(Cc2nc3ccccc3s2)CCN1C1CCCCC1 (stereo unspecified)	0	2	-1	0	-3	2	-1	-2	-9	2
CCCC(=O)Nc1ccc(C)c(O)c1	-2	4	-4	3	0	3	5	3	-1	-4
COc1ccc(C(=O)CSc2nnnn2C)c(OC)c1	-2	0	-6	7	0	2	-3	-5	3	-2
CCCCC(=O)NC(Nc1ccc(C)cn1)(C(=O)OCC)C(F)(F)F (stereo unspecified)	10	-2	1	9	5	3	7	-4	1	-16
COc1ccccc1CNCC(c1ccccc1)c1ccccc1	-17	7	3	-5	-2	0	-8	-25	-4	12
Oc1ccc(C[C@H]2CNCCN2CCC23CC4CC(CC(C4)C2)C3)cc1	-1	-3	-4	-3	0	2	7	0	7	15
COc1cccc(-c2ncn(CCc3ccccc3OC)c2CC(C)C)c1	-7	-1	7	0	3	-3	.	-8	2	-1
Oc1cccc2cnccc12	2	3	-1	-9	3	-1	6	-3	4	0
CCC1CCCCN1C(=O)COC(=O)c1ccc(Br)o1 (stereo unspecified)	1	-4	-1	0	1	-2	-6	0	0	-3
COc1ccccc1Nc1ccc([N+](=O)[O-])cn1	3	-1	1	5	0	-1	2	5	0	5
CC(=O)c1ccc(OCc2cc(C(=O)N(C)Cc3ccon3)no2)cc1	7	2	5	-3	-1	-2	9	1	-2	-1
COc1ccc(Cn2c(=O)[nH]c3cc(C(=O)NC4CCN(Cc5ccccc5)CC4)ccc32)cc1	11	-7	-9	2	4	4	3	4	6	-8
COc1ccc(N2CC(C(=O)N/N=C/c3ccc([N+](=O)[O-])cc3)CC2=O)cc1 (stereo unspecified)	1	1	-3	-3	-5	-1	0	4	-2	0
CC(OC(=O)c1ccc(O)cc1)C(=O)Nc1nc(-c2ccccc2)cs1 (stereo unspecified)	4	-53	4	0	3	2	-41	13	21	-66
Cc1cccc[n+]1CC(=O)N1c2ccccc2Sc2ccccc21	-2	6	2	0	0	-2	7	-1	4	-1
COc1ccccc1NS(=O)(=O)c1cccc(C(=O)N2CCCCCC2)c1	1	7	12	-2	0	-2	-4	-3	-3	1
O=C(CNS(=O)(=O)c1ccccc1)OCc1cccc([N+](=O)[O-])c1	-4	2	3	0	1	4	3	1	-4	2
COc1ccccc1C(=O)N1CCN=C1SCc1cccnc1	-3	0	-5	2	2	-2	8	-1	-8	-6
CC1CC(O)(Cc2ccccc2)C(C)CN1C (stereo unspecified)	-1	-2	2	0	0	2	-11	2	0	-5
O=C(CN1CCN(Cc2ccc(F)cc2)CC1)Nc1ccccc1F	-1	2	1	2	-1	4	-7	8	-9	-1
Cc1cc[n+](CC(=O)Nc2ccccc2)cc1	1	5	4	0	-2	-1	4	3	-2	0
Cc1ccc(C)n1-c1nccc(-c2cccs2)n1	-2	0	5	-1	2	-3	-7	0	2	-1
Cc1ccc(N(CC(=O)NCc2ccccc2)C(=O)CCC(=O)Nc2ccccn2)cc1	0	-2	-3	-2	1	0	-2	5	-4	1
CCOC(=O)C1(Cc2cccc(Cl)c2)CCCN(C(=O)c2cc(C)on2)C1 (stereo unspecified)	-1	-2	11	-4	0	1	0	-2	-11	-3
CCOc1ccc(-c2csc(NC(=O)CSC3=NC(=O)CN3C(C)=O)n2)c2ccccc12	0	-4	0	1	0	-2	6	4	2	-1
NC(=O)C1CCN(C(=O)NC2CC(=O)N(c3ccc4c(c3)OCCO4)C2)CC1 (stereo unspecified)	4	-3	3	1	2	0	-3	3	1	3
C=CCN(CC=C)CCOc1ccccc1F	9	-7	-8	7	7	2	2	5	-4	0
c1ccc(CN2CCC(CNc3ncnc4ccccc34)C2)cc1 (stereo unspecified)	-10	6	0	4	-3	-1	3	-6	0	2
CCc1nn(CC(=O)N(C)C2CCCCC2)c(=O)c2cc3cc(C)ccc3n12	8	-1	8	-1	-1	-1	3	5	-1	3
O=C(O)c1cccc(Nc2ncnc3ccccc23)c1	-2	3	-4	-3	0	2	5	2	-1	10
N#CCn1c(C2CCCCC2)nc2ccccc2c1=O	-2	2	8	8	2	19	12	-1	-1	1
Cc1cccc(N(Cc2ccccc2)C(=O)c2ccc(S(C)(=O)=O)cc2)c1	-5	-7	3	2	-1	1	5	-10	-3	-3
CC1C(=O)N(Cc2cn(Cc3ccco3)nn2)CCS(=O)(=O)N1Cc1ccc(-c2ccccc2C(F)(F)F)cc1 (stereo unspecified)	2	-6	-9	-6	6	-2	.	-3	11	-14
COc1ccc(C(CC(=O)O)NC(=O)C2CCCCC2)cc1 (stereo unspecified)	-2	-2	5	-4	-1	-2	2	5	2	7
CCOC(=O)CN1C(=O)N2C[C@H]3CON(C)[C@H]3C[C@H]2c2ccccc21	-1	1	1	-4	-4	47*	.	-2	3	0
CCCCc1ccc(-c2ccc(Br)cc2)nc1	.	-3	-3	5	-1	2	-3	.	-4	5
Cc1ccc2nc(SCc3ccc([N+](=O)[O-])cc3)nc(C)c2c1	-2	7	4	-3	0	0	4	-2	1	-5
CCOC(=O)C1(C)NC(c2cccs2)C2C(=O)N(c3ccc(C)cc3)C(=O)C21 (stereo unspecified)	3	0	7	-1	-3	-1	-8	-2	-4	-1
CN(C)/C=C/C(=O)c1ccn(S(=O)(=O)c2ccccc2)c1	-6	-11	1	1	-2	-3	-33	-1	15	-6
Nc1ncnc2c1ncn2[C@@H]1O[C@H](CNCc2ccc(-c3cc(C(F)(F)F)ccc3Cl)o2)[C@@H](O)[C@H]1O	3	1	-11	1	1	4	-5	-2	2	-6
COC(=O)c1ccc(CN2C(=O)C3CCCCC3C2=O)o1 (stereo unspecified)	0	4	-2	3	3	2	2	-1	-1	7
COc1ccc(CN(CCC#N)C(=S)NC(=O)c2ccccc2)cc1	-2	3	12	-1	-2	-1	1	0	2	3
COc1cccc(SCc2noc(C(=O)NCC3CC3)c2C(=O)NCC2CC2)c1	0	-4	10	-5	0	-3	-32	4	-8	-9
COC(=O)c1ccc(CN2[C@H](C(=O)OC)C[C@@]3(O)[C@H](O)[C@H](O)[C@H](O)C[C@@H]23)cc1	6	0	0	-4	0	2	0	1	-1	2
O=C1N/C(=C/c2ccc(Br)cc2)C(O)=C1C=NCc1ccccc1	2	-3	1	-3	1	-1	-4	2	5	-3
COc1cc2nc(C3CCC3)nc(N3CCN(c4ccccc4OC)CC3)c2cc1OC	6	3	7	-6	-4	-2	-20	4	-4	-8
O=C(COC(=O)/C=C/c1cccc(F)c1)Nc1ccccc1	0	-5	7	-2	1	-2	8	0	0	0
O=C(CNC(=O)c1ccc(Br)cc1)NCC(=O)OCc1ccc(Cl)cc1	-4	0	3	3	1	1	-4	1	-1	-1
COc1ccccc1Nc1ncnc2c1cnn2-c1cccc(C)c1	-6	-15	-5	-6	-4	4	-3	-5	-3	0
COc1cc(SC)ccc1C(=O)N1CCN(c2ccccc2)CC1	-3	-3	-4	2	0	0	.	-2	-4	4
O=C(N/N=C1\CCc2ccccc21)c1ccccc1Cl	1	-2	-9	-4	0	0	-6	2	0	5
Cc1cc(C)c2c(N)c(C(=O)c3ccc(Cl)cc3)sc2n1	-2	-17	-2	-7	-6	-1	-11	-13	4	-5
COc1cc(CNn2c(C)n[nH]c2=S)cc(Br)c1OCc1ccc(F)cc1	-6	6	6	-4	14	0	-11	-1	6	-7
COc1ccc(CNC(=O)c2ccc(N(C)S(=O)(=O)c3ccc(C)cc3)cc2)cc1	-2	-6	8	0	-3	0	-26	-1	-5	-13
The list goes on:
SMILES	GC-B act	SIAE inh	TCR CD3 inh	MBD2 DNA inh	PRMT1 inh	UHRF1 MBD2 ctr	HTRA1 inh	NPR1 activator	rCAG binder	mABHD4 FP
Cc1ccc(C)c(N2CCN(c3ccc(N4C(=O)COCC4=O)cc3[N+](=O)[O-])CC2)c1	5	13	0	7	-3	-3	0	-8	4	0
CC(C)N1CCCC(C)(C(=O)Nc2ccccc2)C1 (stereo unspecified)	3	3	3	-2	-1	-1	.	-1	3	5
COc1ccc(Br)cc1C(=O)Nc1cc(C)cc(C)c1	-8	-3	3	-2	1	1	-19	-7	2	2
Cc1ccc(N(O)C(=O)NCCCCNC(=O)N(O)c2ccc(C)cc2)cc1	8	0	4	-4	2	0	9	5	7	-1
CN(C)S(=O)(=O)n1cnc([C@H]2c3c(ncn3Cc3ccccc3)C[C@H]3COC(=O)[C@@H]32)c1	3	1	-1	3	2	15	-8	1	-4	3
C=CCNc1nc(-c2c(C)nc3sccn23)cs1	-5	0	3	-4	-2	-3	3	2	3	0
Cc1ccc(C23CC4CC(CC(NC(=O)NC(C)(C)CO)(C4)C2)C3)cc1	-9	-6	5	4	-3	-2	-6	-12	-4	-5
CCn1cc(/C=N\NC(=O)COc2cccc(C)c2C)c(C)n1	-3	2	-4	5	1	0	-4	7	-8	5
COC(=O)c1ccc(NC(=O)CCn2c(=O)oc3ccccc32)cc1	-1	-1	-5	-4	2	0	-15	4	1	-7
O=C1Nc2ccccc2C1c1ncc(C(F)(F)F)cc1Cl (stereo unspecified)	4	5	2	2	2	0	-12	1	3	2
c1ccc2[nH]c(CSc3nnc(-c4ccncc4)o3)nc2c1	-12	12	1	1	-1	-1	0	2	1	1
O=C(COc1ccccc1Cl)Nc1ccc2c(c1)OCO2	-6	2	7	0	-2	0	0	-1	0	0
O=C(CSc1ccccn1)N1CCCC(Nc2ccc(F)c(F)c2)C1 (stereo unspecified)	-1	3	-4	-3	4	0	-4	3	0	5
CCCn1nc(C(=O)OCC(=O)Nc2ncc(Cl)c(C)c2Cl)c2ccccc2c1=O	-3	0	2	-4	-2	-2	-2	4	4	-2
COCCN(Cc1cn(C)nc1-c1ccccc1F)C(C)C	-2	-3	2	2	-1	1	-1	1	-3	-3

These rows are one share of the data; count on the stated rates, not on these rows.
